TWEAK Fn14 block = blocks TWEAK-Fn14 interaction in a reporter cell assay. 360,000 tested, 2% active. AID 1159606. inhibition, % at 10 µM. TWEAK-stimulated Fn14 reporter cells, luciferase luminescence, 8 h; in the data active means inhibition above about 50%
LRH-1 inv ag = suppresses constitutive activity of human LRH-1 | O00482 | HEK293T StAR-luciferase reporter, LRH-1 transfected, 24 h | inhibition, % at 3.6 µM | 360,000 tested, 0.13% active | AID 602396;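 active means inhibition above the mean inhibition of all tested compounds plus 3 SD, cut at about 73% in these data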;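 further: 0% = DMSO wells and 100% = reporter-only cells lacking LRH-1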
TLR9-MyD88 inh = blocks human TLR9 binding to MyD88; inhibition, % at 4.98 µM; CHO BLA complementation TLR9-MyD88, CCF4 FRET ratio; Q9NR96+Q99836; 340,000 tested, 0.21% active;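 active means inhibition above the mean over all tested compounds plus 3 SD, cut at about 21% in these data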;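 further: 0% = DMSO only wells and 100% = clavulanate BLA inhibitor control wells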
Granule exo inh = lytic granule exocytosis inhibition | TALL-104 LAMP-1 surface exposure, flow cytometry; cells stimulated with thapsigargin and PMA | inhibition, % at 10 µM | 360,000 tested, 0.66% active | AID 651702;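 active means inhibition above about 55%, limit read from the data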
SRC3 inh = inhibits human SRC3 coactivator; HEK293 GAL4-SRC3 luciferase reporter, luminescence; inhibition, % at 3.6 µM; 360,000 tested, 0.17% active; AID 588352;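 active means inhibition above a per-campaign cutoff, the mean of all compounds plus 3 SD, cut at about 60% in these data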;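 further: 0% = DMSO-treated cells and 100% = gossypol-treated cells at 36 µM; higher means less SRC3-driven luciferase light from the GAL4 reporter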
Target sequence (Q9Y6Q9 whole entry, looked up, the tested form may be a part): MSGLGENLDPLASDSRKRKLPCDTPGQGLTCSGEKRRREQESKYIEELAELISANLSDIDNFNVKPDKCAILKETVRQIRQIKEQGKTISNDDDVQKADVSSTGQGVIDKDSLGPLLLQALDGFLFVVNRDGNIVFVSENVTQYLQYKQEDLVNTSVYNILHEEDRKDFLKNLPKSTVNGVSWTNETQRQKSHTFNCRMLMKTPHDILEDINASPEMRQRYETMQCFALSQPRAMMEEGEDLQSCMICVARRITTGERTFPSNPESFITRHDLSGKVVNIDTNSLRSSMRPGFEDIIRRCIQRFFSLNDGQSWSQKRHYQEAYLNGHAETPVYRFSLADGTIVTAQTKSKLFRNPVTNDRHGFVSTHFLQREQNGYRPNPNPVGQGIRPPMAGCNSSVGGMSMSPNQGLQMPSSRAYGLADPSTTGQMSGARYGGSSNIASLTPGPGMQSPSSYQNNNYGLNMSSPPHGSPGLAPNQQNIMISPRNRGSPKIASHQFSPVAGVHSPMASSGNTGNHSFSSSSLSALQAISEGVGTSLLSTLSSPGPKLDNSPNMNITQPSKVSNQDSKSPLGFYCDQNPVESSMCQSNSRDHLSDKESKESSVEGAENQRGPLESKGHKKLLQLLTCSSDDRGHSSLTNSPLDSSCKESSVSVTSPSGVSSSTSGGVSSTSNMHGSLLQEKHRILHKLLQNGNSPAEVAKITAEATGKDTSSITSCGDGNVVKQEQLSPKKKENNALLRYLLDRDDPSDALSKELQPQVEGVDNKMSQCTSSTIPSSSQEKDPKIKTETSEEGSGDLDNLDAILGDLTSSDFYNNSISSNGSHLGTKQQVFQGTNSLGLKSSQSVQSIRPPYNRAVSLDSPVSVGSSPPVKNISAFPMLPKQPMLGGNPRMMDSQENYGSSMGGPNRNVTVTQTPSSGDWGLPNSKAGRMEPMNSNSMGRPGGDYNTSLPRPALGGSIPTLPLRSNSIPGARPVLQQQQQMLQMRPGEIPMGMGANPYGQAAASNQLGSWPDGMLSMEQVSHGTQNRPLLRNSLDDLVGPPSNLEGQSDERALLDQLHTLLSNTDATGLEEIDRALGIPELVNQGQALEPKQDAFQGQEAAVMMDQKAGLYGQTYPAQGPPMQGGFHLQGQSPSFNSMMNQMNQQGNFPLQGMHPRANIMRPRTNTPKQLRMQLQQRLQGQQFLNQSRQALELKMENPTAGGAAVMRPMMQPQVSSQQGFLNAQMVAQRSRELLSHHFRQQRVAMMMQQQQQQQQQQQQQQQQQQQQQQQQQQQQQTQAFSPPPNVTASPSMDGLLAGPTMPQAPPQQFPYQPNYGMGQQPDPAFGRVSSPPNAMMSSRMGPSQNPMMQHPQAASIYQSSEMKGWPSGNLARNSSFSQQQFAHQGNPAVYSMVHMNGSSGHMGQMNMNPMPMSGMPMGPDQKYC
NOD2 RIPK2 PPI = blocks binding of human NOD2 to RIPK2; CHO BLA complementation NOD2-RIPK2, CCF4 ratio; inhibition, % at 4.98 µM; O43353; AID 624267; 360,000 tested, 0.38% active; in the data active means inhibition above about 21%;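 further: 0% = vehicle only and 100% = reference blocker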
NR2F2 inh = NR2F2 (human) inhibition, primary screen; P24468; HEK293T NGFI-A luciferase reporter, luminescence; inhibition, % at 8.6 µM; 370,000 tested, 0.7% active; AID 686940;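 active means inhibition above a per-plate cutoff, mean inhibition of test wells between control levels plus 3 SD, cut at about 38% in these data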;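 further: cells cotransfected with COUP-TFII expression vector driving the NGFI-A reporter; 0% = median of COUP-TF2 test wells and 100% = reporter-only cells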
SRC1 inh = inhibits human SRC1 coactivator; Q15788; HEK293 GAL4-SRC1 luciferase reporter, luminescence; inhibition, % at 3.6 µM; 360,000 tested, 0.12% active;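 active means inhibition above the campaign mean plus 3 SD, with each screening campaign given its own cutoff, cut at about 60% in these data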;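 further: 0% = DMSO treated cells and 100% = gossypol at 36 µM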
NCOA2 inhibitor = human SRC2 (NCOA2) inhibition; HEK293 GAL4-SRC2 luciferase reporter, luminescence; inhibition, % at 9 µM; 370,000 tested, 0.17% active; Q15596; AID 651957;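 active means inhibition above the mean inhibition of all tested compounds plus 3 SD, set per campaign, cut at about 52% in these data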;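 further: 0% = DMSO treated cells and 100% = cells given Gossypol at 36 µM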
TROY NFkB inh = blocks TROY-dependent signaling in reporter cells; Q293 LMP1-TROYcd NF-kB luciferase reporter, 4 h; inhibition, % at 10 µM; 360,000 tested, 0.98% active; AID 1347056;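 active means compounds whose plate-normalised and pattern-corrected inhibition of the luciferase reporter signal at the single screening dose is 50% or more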
ABHD5 PLIN5 PPI = inhibitors of human ABHD5-perilipin-5 interaction; Q00G26+Q8WTS1; Split G. princeps luciferase complementation, luminescence, 4 h; inhibition, % at 4 µM; 360,000 tested, 0.78% active; AID 602281;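 active means inhibition above the mean inhibition across every tested compound plus 3 SD, cut at about 22% in these data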;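 further: 0% = DMSO only wells and the 100% control is not disclosed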
Active calls of the source: *; . = no result given.

SMILES | TWEAK Fn14 block | LRH-1 inv ag | TLR9-MyD88 inh | Granule exo inh | SRC3 inh | NOD2 RIPK2 PPI | NR2F2 inh | SRC1 inh | NCOA2 inhibitor | TROY NFkB inh | ABHD5 PLIN5 PPI
COc1ccc(S(=O)(=O)N2CCCCC2)cc1NC(=O)C1CC(=O)N(Cc2ccco2)C1 (stereo not given) | -10 | -34 | -1 | 4 | -14 | -9 | -3 | -19 | -10 | -2 | 0
Fc1ccccc1CSc1nc2ncccc2[nH]1 | -28 | -65 | -7 | 0 | -24 | -12 | -21 | -43 | -42 | -59 | 2
Cc1ccc(-c2cc(C(=O)NCc3ccccn3)no2)cc1 | -15 | -46 | 3 | 1 | -82 | -7 | -8 | -46 | -15 | -52 | 4
Cc1cc(N2C(=O)CC(Cc3ccc(Cl)cc3)C2=O)no1 (stereo not given) | -17 | -4 | -5 | -1 | 3 | -2 | -3 | -17 | 10 | -5 | -5
Cn1c(=O)c2[nH]c(CCNC(=O)c3ccccc3)nc2n(C)c1=O | -1 | 14 | 3 | -1 | -19 | 3 | 5 | -4 | -16 | 20 | -3
CCCc1nnc(NC(=O)CCC(=O)N2CCN(c3ccccn3)CC2)s1 | -12 | 8 | -3 | -1 | 3 | -8 | -8 | -19 | 7 | 10 | 10
CCCN1CCN(C(=O)c2ccc(F)c(S(=O)(=O)N3CCOCC3)c2)CC1 | 3 | 23 | -1 | -2 | 11 | 11 | -15 | -3 | -9 | -2 | 5
Cc1cc(N2CCN(Cc3cn(C)nc3-c3ccccc3F)CC2)cc(C)n1 | 5 | 20 | 5 | -2 | 13 | 2 | -6 | -9 | 1 | 18 | 8
Cc1cccc(NC(=O)CN2C(=O)NC3(CCCC3)C2=O)n1 | 13 | -9 | -2 | 0 | 6 | 2 | -10 | -9 | -26 | -4 | 3
Cc1ccc(C)c(OCCC(=O)OCC(=O)NCCc2ccc(S(N)(=O)=O)cc2)c1 | -3 | 2 | 0 | -3 | -8 | -3 | 2 | -5 | -11 | -9 | -5
COc1ccc(S(=O)(=O)N2CCN(C)CC2)cc1 | 13 | 11 | 5 | 2 | 2 | -2 | 4 | -4 | 5 | 12 | 3
COc1ccc(NC(=O)COC(=O)c2ccc(S(=O)(=O)N(C)c3ccccc3OC)cc2)cc1 | -12 | 24 | -16 | -13 | 8 | -17 | 17 | -3 | -5 | -7 | -5
CCCCCc1c(-c2cccc(OC)c2)ncn1CCc1ccccc1OC | 34 | 17 | . | 76* | . | -8 | 20 | . | 7 | 35 | -4
C[C@@H]1C=C[C@](Cc2ccccc2)(C(=O)O)N1C(=O)c1ccccc1 | -9 | 13 | -1 | 13 | 6 | 1 | 11 | -7 | -22 | 2 | 0
S=C1NCCOCCOCCOCCOCCNC(=S)NCCOCCOCCOCCOCCN1 | 1 | -2 | -3 | 2 | -7 | 4 | -8 | -10 | -5 | -2 | 1
COc1ccccc1NC(=S)N(CCCN(C)C)Cc1cc2cc3c(cc2[nH]c1=O)OCO3 | 13 | -6 | 12 | 1 | 7 | 0 | 4 | 4 | -13 | -18 | 5
Cc1ccc(NC(=O)CCC(=O)N2CCN(S(=O)(=O)c3ccc(C)cc3)CC2)cc1 | 10 | -2 | -4 | 15 | 15 | 0 | 17 | 4 | 10 | -7 | -27
NC(c1csc(Nc2cnccn2)n1)c1ccccc1Cl (stereo not given) | -11 | 11 | . | 10 | 10 | 1 | 6 | -24 | 4 | 0 | 6
CCc1ccc(C#CC2=CC(=O)CC(C)(C)C2)cc1 | 21 | -15 | 6 | -2 | -37 | 1 | -9 | -38 | -2 | -59 | -6
COc1ccc(Cn2c(C)nc3c(c(=O)c4ccccc4n3C)c2=O)cc1 | -17 | 12 | -10 | -8 | 11 | 6 | 4 | -16 | -9 | -19 | -1
O=C(N/N=C/c1cccs1)c1n[nH]c2c1CCCC2 | 93* | -129 | -2 | -9 | 7 | 7 | -17 | -82 | 12 | 68* | -4
Cc1cc(N2C(=O)C(=O)/C(=C(/O)c3ccc(F)cc3)C2c2ccc(Cl)cc2)no1 (stereo not given) | -5 | -6 | 1 | -2 | -13 | 4 | -1 | -9 | 12 | -19 | 0
O=C(NCc1ccco1)C1(c2ccc(Cl)cc2)CCCC1 | 3 | 20 | -8 | -2 | 14 | -7 | 4 | 5 | -10 | 3 | 0
CC(C)(C(=O)N1CCC1(C)C(=O)NS(=O)(=O)c1ccc(Br)cc1)c1ccccc1 (stereo not given) | 19 | -23 | . | 6 | -12 | -4 | 10 | -23 | -24 | -6 | -8
O=S(=O)(c1ccc(NC(=S)N/N=C/c2ccc(O)c(O)c2)cc1)N1CCOCC1 | -12 | 9 | -2 | -1 | 6 | -13 | 0 | -4 | -3 | -6 | 5
CCC(=O)Nc1nnc(CCc2ccccc2)s1 | -1 | -1 | 6 | -7 | -16 | 2 | -12 | -9 | 4 | -4 | 1
Cc1ccc(S(=O)(=O)CCC(=O)OCC(=O)N2c3ccccc3NC(=O)C2(C)C)cc1 | -4 | 3 | 1 | 0 | 2 | -12 | 9 | -16 | 0 | 0 | -2
COc1ccc(-n2c(SCC(=O)Nc3ccc(Br)cc3)nc(O)cc2=O)cc1 | 3 | 32 | -1 | -1 | 3 | 6 | 16 | 1 | 0 | 6 | 2
Cc1ccc(C(=O)NCc2nnc3c(C(F)(F)F)cc(Cl)cn23)o1 | -3 | -10 | 2 | 7 | -32 | -4 | -2 | 11 | 13 | -16 | 8
Cc1ccc2nc(SCC(=O)N3CCN(c4ccccc4)CC3)[nH]c2c1 | 4 | 5 | -1 | -8 | 10 | -7 | 27 | -2 | 2 | 16 | 1
CCN(CC)c1ccc(/C=N/N2CCN(Cc3ccccc3)CC2)cc1 | 2 | 21 | 2 | 3 | -9 | 7 | 0 | -2 | -11 | -7 | -19
O=Cc1c(NC2CCCCC2)c2ccccc2[nH]c1=O | -6 | 0 | -4 | -1 | -6 | -8 | -12 | 8 | 10 | -29 | -10
COc1ccc(NC(=O)c2ccc(-c3ccc([N+](=O)[O-])cc3)o2)cc1OC | 9 | 1 | 3 | -2 | 0 | -3 | -6 | 3 | -16 | 42 | -4
Cc1ccc(NC(=O)COC(=O)C2=COCCO2)cc1 | -7 | 6 | -9 | -10 | 5 | -5 | 3 | -6 | -23 | -46 | 0
O=C(CN(c1ccccc1)S(=O)(=O)c1ccccc1)Nc1ccccc1C(=O)NCc1ccco1 | 35 | -6 | -1 | 0 | -22 | -3 | -8 | 11 | -5 | -34 | 0
Cc1c(C(N)=O)sc2ncn(CC(=O)OC(C)C)c(=O)c12 | 5 | 1 | 4 | 3 | 1 | 1 | 1 | 3 | 3 | 15 | -9
N#Cc1c2nc3ccccc3nc2n2cc(NC(=O)c3ccc(F)cc3)ccc12 | 16 | -3 | 0 | 2 | 13 | 0 | 11 | 16 | 6 | -11 | 0
Cc1cccc(N(CC(=O)N/N=C/c2cc([N+](=O)[O-])ccc2Cl)S(C)(=O)=O)c1C | 12 | -3 | -2 | -2 | 11 | -2 | . | -3 | . | 0 | 3
CCc1ccc(CNC(=O)C2CCN(S(=O)(=O)N3CCC4(CC3)OCCO4)CC2)cc1 | -2 | 1 | 16 | 4 | -16 | -4 | 20 | -7 | -2 | -2 | -10
COC(=O)CSc1ncnc2c1sc1nc(N3CCOCC3)c3c(c12)CCCC3 | 6 | -6 | 3 | -1 | -24 | -3 | -4 | -6 | 5 | -12 | -1
Nc1cc(C(=O)OCC(=O)N2CCC(Cc3ccccc3)CC2)ccc1Cl | -16 | 4 | 1 | 2 | 11 | -13 | 4 | 0 | -4 | -9 | -2
O=C(Nc1nc2ccc(F)cc2s1)c1cccc(S(=O)(=O)N2CCc3ccccc32)c1 | 57* | -5 | 1 | 11 | 2 | -17 | -21 | -4 | 5 | 33 | -3
CCN1CCCC1CNC(=O)c1cc2cc(F)ccc2[nH]1 (stereo not given) | -3 | 10 | 1 | -31 | 4 | -10 | 11 | 2 | 7 | -1 | -7
CC1CCCCC1NC(=O)COC(=O)c1ccc2c(c1Cl)C(=O)c1ccccc1C2=O (stereo not given) | 3 | -17 | -5 | -2 | 0 | -12 | 3 | 8 | -15 | -14 | 1
O=C(Nc1ccn(CCCNCC(c2ccccc2)c2ccccc2)c(=O)n1)OCc1ccccc1 | -12 | -10 | -3 | 16 | -3 | -2 | -5 | 7 | -23 | 7 | 0
Cn1nc([N+](=O)[O-])nc1Sc1cccc2cccnc12 | 0 | 0 | 3 | 0 | -19 | -3 | 17 | -28 | -1 | -2 | -5
COc1ccc(C2=Nn3c(nnc3-c3ccccc3)SC2)cc1OC | -16 | 18 | -6 | 5 | -38 | -2 | -14 | -4 | -5 | 14 | -2
CCCCCCN1C[C@H](n2cc(C3CC3)nn2)[C@@H](O)C[C@@H]1c1ccccc1 | 3 | -27 | -5 | 7 | -6 | 6 | 5 | -15 | -10 | -38 | -14
COc1ccc(C2C=C(Nc3ccccc3)C(=O)N2c2ccccc2)cc1OC (stereo not given) | -51 | -17 | -1 | 10 | 3 | -12 | -2 | -10 | -37 | -57 | -14
COc1ccc(CCN2C(=O)CC(NNC(=O)c3cccc(O)c3)C2=O)cc1 (stereo not given) | 3 | -4 | -4 | 1 | 11 | -5 | -15 | 2 | -9 | -10 | 2
(next part)
SMILES | TWEAK Fn14 block | LRH-1 inv ag | TLR9-MyD88 inh | Granule exo inh | SRC3 inh | NOD2 RIPK2 PPI | NR2F2 inh | SRC1 inh | NCOA2 inhibitor | TROY NFkB inh | ABHD5 PLIN5 PPI
C=CCn1cc(Cl)c(=O)n(CC=C)c1=O | 1 | 3 | 8 | 6 | 9 | -7 | -2 | -10 | 8 | -1 | 19
Cn1cnnc1SCc1ccccc1 | -5 | -4 | 3 | 3 | -11 | -1 | 12 | -2 | 11 | -19 | -6
CN1CCCN(C(=O)c2cccc3ccccc23)CC1 | 4 | -2 | 2 | 20 | -18 | 0 | 2 | 8 | 8 | 1 | 1
Cc1ccc(Cl)cc1N1CCN(C(=O)CSc2nnc3n2C(C)(C)Cc2ccccc2-3)CC1 | 96* | 13 | -3 | 0 | 15 | 2 | 63* | 24 | 16 | 72* | 0
COc1ccc(OC)c(-c2cc(C3CCN(C(=O)OC(C)(C)C)CC3)[nH]n2)c1 | -20 | 7 | -2 | 1 | 2 | 4 | -12 | -28 | -9 | -18 | -6
Cc1nn(Cc2ccccc2)c(C)c1C(=O)OCC(=O)c1cc(C)n(C2CC2)c1C | 10 | -8 | -3 | -6 | 8 | -10 | 9 | 10 | -10 | 6 | 5
COC(=O)c1cc(S(=O)(=O)NCC2CCN(Cc3cccc(Cl)c3)CC2)c[nH]1 | -12 | 10 | 3 | 1 | -7 | 0 | -13 | -10 | -18 | -8 | -7
Cc1nnc(SCC(=O)NCc2ccccc2)[nH]c1=O | 15 | -7 | -8 | -5 | -3 | -12 | 6 | 16 | -8 | 7 | 2
Cc1nc2cc(OCc3cc(C(=O)NC(C)c4cnn(C)c4)no3)ccc2s1 (stereo not given) | -7 | -33 | 0 | 1 | -16 | 1 | -5 | -1 | -20 | -37 | 2

The list is partial; the hit share may differ from the screen's.
